# MCF10A rerep – inducers of DNA re-replication in MCF 10A breast cells; MCF 10A DNA re-replication, Hoechst nuclear intensity, 48 h; Potency, µM (highest dose often 46.1 µM), inactives show at the highest dose activity, positive = re-replication, actives largely listed as activators; 2.9% of 350,000 active; also: potency is read from the fitted curve at half-maximal effect; % of control where 0% means no effect; nearly all actives have a fitted effect of over 50% in size
# Nrf2 inh – inhibitors of Nrf2 signaling; 2.1% of 360,000 active; AID 504444; Potency, µM (series often up to 46 µM), for inactives: top-dose activity change, negative = inhibition, usual class: inhibitors; A549 ARE-Fluc reporter, luciferase luminescence, 18-24 h; also: potency is read from the fitted curve at half-maximal effect; % is scaled to controls: 0 for no effect and ±100 for the full control effect; nearly all actives have a fitted effect of over 60% in size
#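 Concentration-response testing used A549 ARE_Fluc cells at 5000 cells/well. Following an 18-24 h compound incubation, viability was read by fluorescence (Ex 405/Em 525) and luciferase output by luminescence.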
# ATXN viability – viability counter-screen for ATXN expression inhibitors. S2 cells (HEK-293 line with an ATXN2-luciferase reporter) viability, CellTiter-Fluor protease fluorescence, 24 h. Potency, µM (titrated, usually from 56.7 µM), hits mostly cytotoxic. 0.49% of 400,000 active. AID 651635; also: potency is read from the fitted curve at half-maximal effect; nearly all actives have a fitted effect of over 40% in size
# ATXN2 expr inh – inhibitors of ATXN2 expression | HEK-293 ATXN2-luciferase reporter, luminescence, 24 h | Potency, µM (doses to about 57 µM), inactives show top-dose activity change, negative = inhibition, usual class: inhibitors | 0.72% of 360,000 active; also: potency is read from the fitted curve at half-maximal effect; % is scaled to controls: 0 for no effect and ±100 for the full control effect; nearly all actives have a fitted effect of over 55% in size
#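 ATXN2-luciferase reporter cells (luciferase flanked by upstream and downstream ATXN2 gene portions) were treated 24 h at 37 °C with compounds at up to 57 uM. SteadyGlo luminescence gave expression; GF-AFC fluorescence gave viability.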
# Nrf2 ARE act – Nrf2 pathway activation; Potency, µM (series often up to 46.1 µM), for inactives: at the highest dose activation, actives largely listed as activators; AREc32 ARE-luciferase reporter (MCF7-derived line), luminescence, 24 h; AID 624171; 0.31% of 410,000 active; also: potency is read from the fitted curve at half-maximal effect; % of control where 0% means no effect; nearly all actives have a fitted effect of over 65% in size
#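 Reporter line AREc32 (ARE-Fluc), seeded overnight in OPTI-MEM with 5% FBS; compound pin-transferred, 24 hr at 37 deg C, 5% CO2; luminescent read-out.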
# TGFb inhibitor – TGF-b pathway inhibition | HepG2 CAGA-GFP TGF-b/SMAD3 reporter, GFP fluorescence, 18 h; TGF-beta stimulated, 500 pg/mL final | Potency, µM (titrated, usually from 46.1 µM), without a hit: at the highest dose activity, negative = inhibition, usual class: inhibitors | 1.2% of 410,000 active | AID 588855; also: potency is read from the fitted curve at half-maximal effect; % is scaled to controls: 0 for no effect and ±100 for the full control effect; nearly all actives have a fitted effect of over 65% in size
#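 Read-out: total well GFP (ex488/em500-530) summed from mean per-cell fluorescence. Cells: HEPG2 CAGA-GFP, 1% FBS DMEM, 18 h at 37 degrees C with 500 pg/mL final TGF-beta. Unstimulated wells served as the full-inhibition control; stimulated DMSO wells = 0%.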
# IL-1B inflam inh – blocks inflammasome-driven IL-1 beta release; THP-1 LPS/ATP IL-1B secretion, AlphaLISA, 16 h; hits give low values; activity change, % at 57.5 µM; 4.7% of 360,000 active; AID 743279; in the data active = activity change below about -50%; inconclusive = mostly about -30% to -49%; also: % is scaled to controls: 0 for no effect and ±100 for the full control effect
#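 THP-1 cells pretreated 1 hr with compounds (up to 57.5 uM final), then stimulated with LPS (250 ng/mL final) plus ATP (1.25 mM final); secreted IL-1B measured by AlphaLISA after 16 hr, decreased signal indicating inhibition.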
# A549 viability – kills or reduces viability of A549 cells in Nrf2 counter-screen. AID 504648. A549 ARE-Fluc cells, CellTiter-Fluor viability, 18-24 h. 0.16% of 390,000 active. Potency, µM (titrated, usually from 46 µM), for the others: top-dose activity change, negative = cytotoxicity, actives largely listed as inhibitors; also: potency is read from the fitted curve at half-maximal effect; % is scaled to controls: 0 for no effect and ±100 for the full control effect
#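 Cytotoxicity counterscreen: CellTiter-Fluor fluorescence was measured in A549 ARE_Fluc cells after 18-24 h of compound exposure in a concentration series. The subsequent BugLite luminescent read reports ARE-luciferase activity.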
# HepG2 tox – HepG2 cytotoxicity, counter-screen for TGF-b inhibitors | HepG2 CAGA-GFP viability, ATP luminescence, 18 h | Potency, µM (series often up to 46.1 µM), for inactives: at the highest dose activity change, negative = cytotoxicity, hits mostly cytotoxic | 0.76% of 410,000 active | AID 588856; also: potency is read from the fitted curve at half-maximal effect; some results filed as inactive show a strong effect at the top dose
#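 CellTiter-Glo luminescence gave cytotoxicity after 18 hours at 37 degrees C. The cells were HepG2 CAGA-GFP in 1% FBS DMEM, stimulated with 500 pg/mL TGF-beta after compound addition. %Activity was normalised to no-cell wells (complete cell-killing) and DMSO (no toxicity), and curves were fitted and classified.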
# Starred values were filed as active, the others as inactive; i = inactive; ? = inconclusive; . = not tested or not shown; [ ] = another dose, or the depositor's remark. Unless noted, calls follow the shape of the dose curve; as a rule, active = well fitted curve in the direction sought with a large enough effect; inconclusive = small, poorly fitted or top-dose-only effect, or another doubt; inactive = no such curve, though single readings can be large; an effect the other way counts as inactive or inconclusive.
SMILES,MCF10A rerep,Nrf2 inh,ATXN viability,ATXN2 expr inh,Nrf2 ARE act,TGFb inhibitor,IL-1B inflam inh,A549 viability,HepG2 tox
Cc1ccc(C#N)c(=O)n1CC(=O)Nc1ccccc1C(F)(F)F,.,-1%,i,-2%,-0.6%,2%,.,-7%,-16%
CC1=NCCN1S(=O)(=O)c1ccccc1[N+](=O)[O-],2%,13%,i,.,3.8%,-9%,4,3%,3%
CCN(CC)C(=O)[C@H]1CC(CC(=O)NCc2cccc(C(F)(F)F)c2)C(=O)N2CCc3c([nH]c4ccccc34)[C@]12C (stereo not given in full),11%,?,.,?,4.0%,13µM*,?,-26%,-7%
CC1(C)CC(=O)C(N=Nc2cccc(F)c2C#N)=C(O)C1,0%,0%,i,-9%,28%,27%,3,2%,-21%
OC(c1ccccc1)(c1nc(-c2ccccc2)cs1)C(F)(F)F (stereo not given),.,.,?,0%,0.0%,?,-29,.,-109%
CCOc1ccc(Cn2nnc(C(=O)Nc3cccc(SC)c3)c2N)cc1,.,16%,i,13%,0.3%,-18%,.,-10%,-37%
Cc1cc(C)c(C(=O)CSc2nnc(-c3ccccc3Br)o2)cc1C,15%,.,i,-12%,0.0%,26%,-9,2%,-6%
CC(c1ccco1)N(C(=O)C12CC3CC(CC(C3)C1)C2)c1ccccn1 (stereo not given),-4%,12%,i,-2%,-0.1%,-2%,2,-6%,15%
COc1ccc(CCNC(=O)COc2ccc(S(=O)(=O)NC(C)C)cc2)cc1OC,-2%,-13%,i,5%,0.2%,2%,0,-2%,-14%
Cc1cc(C)cc(N2CCn3c2nc2c3c(=O)n(Cc3ccc(Cl)cc3)c(=O)n2C)c1,.,-4%,.,.,2.3%,4%,.,13%,-8%
CN(C)CCN1C(=O)C(=O)/C(=C(/O)c2ccc(F)cc2)C1c1ccccc1F (stereo not given),0%,12%,i,-5%,-1.0%,8%,18,.,-18%
CC(=O)c1cccc(NC(=S)NCc2ccco2)c1,-1%,2%,?,.,-1.0%,-26%,12,-2%,-10%
CCC(C(=O)N1CCN(c2cccc(C)c2C)CC1)n1nc(C)c2sc3ccccc3c2c1=O (stereo not given),.,?,.,.,-1.1%,7%,.,?,3%
COC(=O)c1c(NC(=O)COC(=O)[C@@H](NS(=O)(=O)c2ccccc2)C(C)C)sc2c1CCC2,?,-24%,i,12%,2.9%,?,i,-2%,9%
COc1ccccc1-c1sc2cc3c(cc2c1-c1ccc(O)cc1)OCO3,?,1%,i,-16%,0.4%,?,9,-1%,-32%
Cc1cc(C(=O)COc2ccc(F)cc2Br)c(C)n1C1CC1,6%,?,?,9%,2.1%,-39%,?,-3%,-36%
CCOC(=O)c1nnc(-c2ccccc2)nc1Sc1ccccc1Cl,6.5µM*,.,?,?,10%,?,-116*,1%,-109%
CCN(CC)CCn1c2c(c(SCC(=O)Nc3cc(OC)cc(OC)c3)nc1=O)CCC2,-1%,11%,i,4%,4.0%,4%,-17,2%,-24%
CCOC(=O)c1ccccc1NC(=O)CCc1nc(-c2ccc(C)cc2)no1,.,1%,.,.,-1.3%,3%,.,2%,0%
CC(=O)N(Cc1ccccc1)c1ccc(C(=O)O)cc1,5%,3%,i,1%,-0.3%,24%,23,-9%,2%
COc1cc(CC(=O)O)c([N+](=O)[O-])cc1OC,10%,4%,i,-10%,0.1%,-8%,21,0%,-1%
CCOc1ncccc1C(=O)NCc1cccc(OC)c1,1%,-4%,i,19%,2.8%,-29%,-15,1%,-11%
N=C1SCC(=O)N1c1ccccc1Cl,2%,-5%,i,-13%,0.3%,-9%,40,8%,-9%
Cc1cc(NC(=O)c2cccc([N+](=O)[O-])c2)no1,-1%,-24%,?,-14%,-0.7%,-8%,-14,0%,-3%
CCOC(=O)c1c(-c2cccc(N)c2)cn2ccccc12,-4%,24%,?,-17%,-0.6%,-1%,0,18%,-5%

# Structures listed so far with an aryl thioether with sulfur outside any ring, in the order listed:
SMILES,MCF10A rerep,Nrf2 inh,ATXN viability,ATXN2 expr inh,Nrf2 ARE act,TGFb inhibitor,IL-1B inflam inh,A549 viability,HepG2 tox
CCOc1ccc(Cn2nnc(C(=O)Nc3cccc(SC)c3)c2N)cc1,.,16%,i,13%,0.3%,-18%,.,-10%,-37%
Cc1cc(C)c(C(=O)CSc2nnc(-c3ccccc3Br)o2)cc1C,15%,.,i,-12%,0.0%,26%,-9,2%,-6%
CCOC(=O)c1nnc(-c2ccccc2)nc1Sc1ccccc1Cl,6.5µM*,.,?,?,10%,?,-116*,1%,-109%
CCN(CC)CCn1c2c(c(SCC(=O)Nc3cc(OC)cc(OC)c3)nc1=O)CCC2,-1%,11%,i,4%,4.0%,4%,-17,2%,-24%

# Other results follow:
SMILES,MCF10A rerep,Nrf2 inh,ATXN viability,ATXN2 expr inh,Nrf2 ARE act,TGFb inhibitor,IL-1B inflam inh,A549 viability,HepG2 tox
OCCN1CCSC1=S,0%,4%,i,-2%,4.0%,-8%,13,-4%,-19%
Cc1ccc(NC(=O)c2snc3ccc(Cl)cc23)cc1C,15%,?,i,.,4.9%,-5%,-11,0%,-12%
Cc1ccc(NC(=O)CSCC(=O)Nc2nnc(C3CC3)s2)cc1,2%,7%,i,2%,0.1%,-4%,31,8%,-5%
COC(=O)c1ccc(C2/C(=C(\O)c3ccc(OC)c(C)c3)C(=O)C(=O)N2c2cc(C)on2)cc1 (stereo not given),23%,10%,i,-8%,-0.1%,-22%,4,-2%,-13%
Cc1ccc(NC(=O)C(=O)N2CCCC2)cc1Cl,-1%,?,?,-18%,0.0%,4%,-4,0%,5%
Cc1cc(C)nc(Nc2ccc(O)cc2)n1,5%,1%,i,17%,-0.2%,0%,7,-2%,0%
CCOc1ccc(S(=O)(=O)N2CCN(C(=O)Cc3ccc(S(=O)(=O)N4CCOCC4)s3)CC2)cc1,1%,?,i,-22%,5.9%,?,-13,-5%,-8%
CCOc1ccccc1-c1nc(C(N)=O)c2[nH]c(=O)n(-c3cccc(C)c3)c2n1,26%,?,i,-15%,3.6%,4%,6,-7%,7%
COc1cc(NS(=O)(=O)c2ccc(C)cc2)c2ncccc2c1,24%,?,?,4.5µM*,?,?,54,?,-26%
Cc1ccc2nc(SC(C)C(=O)NC3CCCC3)[nH]c2c1 (stereo not given),?,-15%,i,-14%,1.3%,17%,22,-4%,19%
Cc1ccc(Nc2ccc(C(=O)O)cc2[N+](=O)[O-])cc1,0%,?,i,20%,0.1%,8%,19,?,33%
O=C(CSc1nncn1-c1cccnc1)Nc1ccccc1C(F)(F)F,2%,9%,i,-7%,-1.2%,-4%,3,0%,-11%
CCN1CCCc2cc(CN(CCN3CCOCC3)C(=S)Nc3cc(F)cc(F)c3)ccc21,1%,-8%,i,.,0.5%,-3%,-13,2%,15%
Cc1cc(C)c2c(n1)sc1c(O)cc(=O)[nH]c12,0%,?,i,-3%,-0.2%,0%,6,5%,-7%
COc1ccccc1C(=O)NCCC(=O)N1CCN(S(=O)(=O)c2ccccc2C(F)(F)F)CC1,-3%,-4%,i,-8%,0.1%,?,-4,-3%,-3%
CCOc1ccc(S(=O)(=O)n2nc(C)c(S(=O)(=O)N3CCCCC3)c2C)cc1,.,.,i,6%,-0.2%,27%,.,4%,-15%
CCCCNc1ccc(-c2nc(-c3ccco3)no2)cc1[N+](=O)[O-],.,?,i,44%[activator],?,-3%,.,1%,-9%
O=C(NC(Cc1c[nH]c2ccccc12)C(=O)N/N=C/c1ccc(Cl)cc1)c1cccs1 (stereo not given),6%,?,?,-30%,7.3%,?,-66*,?,5%
Cc1ccc2[nH]cc(CCNC(=O)CN3C(=O)c4ccccc4C3=O)c2c1,-4%,16%,i,1%,0.2%,1%,23,-1%,0%
CCCSc1ccc([C@@H]2[C@@H]3C(=O)N(CC)C(=O)[C@@H]3[C@]3(C(=O)OC)CCCCN23)cc1OC,-13%,-13%,i,9%,0.1%,-16%,0,0%,-20%
Cc1cccc(Cn2c(=O)n(-c3cc(C)cc(C)c3)c(=O)c3oc4ccccc4c32)c1,.,-2%,.,.,0.6%,-15%,.,0%,-27%
COc1cccc(-c2nc(CS(=O)(=O)CC(=O)NC3CCCCCC3)c(C)o2)c1,4%,?,i,-36%,-0.2%,?,-1,-10%,-21%
C=C(CCO)C1=CCN(S(=O)C(C)(C)C)[C@@H]1CCO (stereo not given in full),-9%,-14%,i,-9%,0.1%,29%,12,0%,-17%
Cc1cccc(Cn2cc(SCC(=O)Nc3nccs3)c3ccccc32)c1,1%,8%,i,7%,0.0%,-13%,30,-3%,-3%
CCOc1nc(C)ccc1-c1noc(CC)n1,1%,2%,i,1%,0.2%,5%,24,-1%,-28%

# The listing continues:
SMILES,MCF10A rerep,Nrf2 inh,ATXN viability,ATXN2 expr inh,Nrf2 ARE act,TGFb inhibitor,IL-1B inflam inh,A549 viability,HepG2 tox
CC(C)OC(=O)CC(=O)CSc1nc(-c2ccc(F)cc2)cc(-c2ccccc2)c1C#N,?,12%,i,-4%,-0.2%,-1%,28,2%,-4%
COc1ccccc1CC(=O)N1CCN(c2cccc(C(F)(F)F)c2)CC1,5%,?,i,-30%,-0.6%,?,-5,1%,-21%
CC1(C(=O)NCc2cccc(C(F)(F)F)c2)CCN1Cc1cc2ccccc2o1 (stereo not given),.,.,?,0%,6.5%,?,?,.,-39%
CN1CCc2c(sc(NC(=O)c3ccc(S(=O)(=O)N4CCCCCC4)cc3)c2C(N)=O)C1,16µM*,?,.,?,?,-1%,-96*,-7%,-20%
Cn1c(=O)c2c(ncn2CC(=O)OCC(=O)NC2CCCc3ccccc32)n(C)c1=O (stereo not given),1%,16%,i,1%,-0.7%,-2%,10,-4%,11%
COc1ccc(NC(=O)COC(=O)c2cc(Cl)ccc2O)cc1S(=O)(=O)N1CCCCC1,-4%,-4%,i,3%,-1.0%,-6%,4,-5%,-3%
